RECQ1 helicase = blocks DNA unwinding by human RECQ1. P46063. RECQ1 DNA unwinding, red fluorescence kinetic read. AID 2549. 0.54% of 240,000 active. Potency, µM (highest dose often 57.3 µM), for inactives: at the highest dose activity, negative = inhibition, usual class: inhibitors;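 note: plate controls were vehicle for no effect and no enzyme for full effect; nearly all actives have a fitted effect of over 30% in size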
Target sequence (P46063 whole entry, looked up): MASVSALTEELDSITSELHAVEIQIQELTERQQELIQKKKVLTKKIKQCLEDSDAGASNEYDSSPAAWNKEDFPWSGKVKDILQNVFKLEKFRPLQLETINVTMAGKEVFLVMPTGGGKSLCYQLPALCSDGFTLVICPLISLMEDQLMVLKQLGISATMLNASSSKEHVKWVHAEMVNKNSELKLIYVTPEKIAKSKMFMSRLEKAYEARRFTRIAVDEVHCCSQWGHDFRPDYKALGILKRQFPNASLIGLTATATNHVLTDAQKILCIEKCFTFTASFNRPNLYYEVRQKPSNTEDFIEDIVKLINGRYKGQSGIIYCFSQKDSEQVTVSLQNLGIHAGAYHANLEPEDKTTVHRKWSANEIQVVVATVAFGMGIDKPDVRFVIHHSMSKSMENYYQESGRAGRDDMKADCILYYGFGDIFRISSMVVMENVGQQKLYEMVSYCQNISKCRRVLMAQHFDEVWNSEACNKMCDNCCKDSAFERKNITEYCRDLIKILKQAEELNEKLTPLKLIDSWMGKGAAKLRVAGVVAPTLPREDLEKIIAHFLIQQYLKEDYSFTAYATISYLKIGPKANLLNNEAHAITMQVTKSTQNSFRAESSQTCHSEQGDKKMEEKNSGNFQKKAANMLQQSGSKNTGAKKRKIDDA
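RECQ1T1 50 nM; forked duplex (20 bp + 30-nt ss tails) 200 nM, ATP 2 mM final; pH 8.0, 2 mM MgCl2, 2.5 ug/ml poly(dI-dC); 15 min compound preincubation; discontinuous kinetic read over 2 h at RT.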
Luc counter = counter-screen: inhibitors of Kinase-Glo firefly luciferase; Q27757; Kinase-Glo luciferase, ATP luminescence, 8 min; Potency, µM (highest dose often 38.3 µM), without a hit: at the top dose activity change, negative = inhibition, actives largely listed as inhibitors; 0.28% of 200,000 active; AID 1379; note: % is set by controls: 0 for no effect and ±100 for the full control effect; nearly all actives have a fitted effect of over 60% in size
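Compound is pinned into ATP-containing buffer (10 uM ATP, imidazole pH 7.2, 7 mM MgCl2). Kinase-Glo luciferase reagent is then added. Light output is recorded following an 8-min room-temperature incubation.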
SMN2 splice enh = enhancers of SMN2 splice variant expression | Potency, µM (titrated, usually from 46.1 µM), for inactives: at the top dose activity change, positive = activation, hits mostly activators | 2.8% of 210,000 active | HEK293 SMN2-luciferase splicing reporter, luminescence, 30-36 h; note: % of control where 0% means no effect; nearly all actives have a fitted effect of over 55% in size
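HEK293 cells carry an SMN2 minigene-luciferase reporter in which exon 7 inclusion puts luciferase in frame. Cells were seeded at 2000 cells/well, attached for 10-12 hours, then exposed to compounds for 30-36 hours at 37C before ONE-Glo luminescence.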
NPSR antag = antagonists of human neuropeptide S receptor cAMP signaling | Q6W5P4 | CHO-NPSR cells, cAMP TR-FRET, antagonist mode | Potency, µM (titrated, usually from 38.3 µM), for the others: top-dose activity change, negative = inhibition, most hits filed as inhibitors | 1% of 220,000 active | AID 1461; note: % is set by controls: 0 for no effect and ±100 for the full control effect; nearly all actives have a fitted effect of over 50% in size; many of its hits are not listed in these tables
Epigenetic derep = derepresses silenced GFP reporter in murine cells; murine LDR cells, GFP reporter derepression, 30 h; Potency, µM (doses to about 53.9 µM), for inactives: at the highest dose GFP activation, most hits filed as activators; 0.2% of 280,000 active; note: % of control where 0% means no effect; nearly all actives have a fitted effect of over 60% in size
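Reporter derepression read as number of fluorescent GFP-positive objects, 20-120 um in size, counted by laser-scanning cytometer. Mouse LDR line with an epigenetically silenced CMV-GFP locus; compound incubation 30 h, 37 C.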
IMPase Li cell = cell-permeable IMPase inhibitors with lithium potentiation. CHO-M1 cells, IP1 TR-FRET (IP-One), carbachol + lithium. Potency, µM (doses to about 59.4 µM), for the others: top-dose activity, negative = IMPase inhibition, most hits filed as inhibitors. 0.35% of 210,000 active;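 note: IP1 builds up when IMPase is blocked and the TR-FRET signal falls; plate controls were basal vehicle for no effect and high inhibitor control for full effect; nearly all actives have a fitted effect of over 50% in size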
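CHO-M1, 2000 cells/well, 16–30 h culture; cpd + low Li+, 30 min 37C; lysis with d2-IP1/Eu-anti-IP1 Ab, 10 min RT; TR-FRET 665/620 ratio and 620 channel; AC50 via Hill.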
JMJD2E inh = JMJD2E (human) inhibition. B2RXH2. JMJD2E catalytic domain, FDH-coupled NADH fluorescence (FDH is formaldehyde dehydrogenase). Potency, µM (highest dose often 57.1 µM), for the others: at the top dose activity change, negative = inhibition, most hits filed as inhibitors. 1.6% of 230,000 active. AID 2147; active = well fitted inhibition curve with a large enough effect, not every such curve was filed as active; inconclusive = small, poorly fitted or top-dose-only effect, or another doubt; inactive = no such curve, though single readings can be large or run the other way;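 note: 0% = wells with enzyme and -100% = buffer wells without enzyme; nearly all actives have a fitted effect of over 50% in size; many of its hits are not listed in these tables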
Target sequence (B2RXH2 1-337 limits assumed): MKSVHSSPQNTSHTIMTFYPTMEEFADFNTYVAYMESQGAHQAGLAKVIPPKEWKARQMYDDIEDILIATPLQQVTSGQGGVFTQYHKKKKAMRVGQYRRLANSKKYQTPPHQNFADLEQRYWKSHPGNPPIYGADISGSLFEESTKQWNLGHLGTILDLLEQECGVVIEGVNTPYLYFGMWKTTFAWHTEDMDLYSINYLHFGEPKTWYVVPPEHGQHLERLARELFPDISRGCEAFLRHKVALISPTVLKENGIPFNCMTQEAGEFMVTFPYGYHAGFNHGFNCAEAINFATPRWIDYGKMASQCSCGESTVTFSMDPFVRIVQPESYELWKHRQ
GoLoco inh red = RGS12 GoLoco-Gai1 interaction inhibition | P63096 | Gai1:RGS12 GoLoco peptide FP, rhodamine, 10 min | Potency, µM (highest dose often 61.6 µM), for inactives: at the highest dose activity, negative = inhibition, usual class: inhibitors | 0.44% of 230,000 active | AID 880; active = well fitted inhibition curve with a large enough effect, not every such curve was filed as active; inactive = no such curve, though single readings can be large or run the other way; note: % is set by controls: 0 for no effect and ±100 for the full control effect; nearly all actives have a fitted effect of over 30% in size; many of its hits are not listed in these tables
* hit, by the source's call; i = inactive; ? = inconclusive; . = not tested or not shown; & = joins results of further samples; [ ] = remark or other dose. Unless noted, calls come from the whole dose curve; as a rule, active = well fitted curve in the direction sought with a large enough effect; inconclusive = small, poorly fitted or top-dose-only effect, or another doubt; inactive = no such curve, though single readings can be large; an effect the other way counts as inactive or inconclusive. Potency is the fitted concentration of half-maximal effect.

Every second line gives: Epigenetic derep	Luc counter	GoLoco inh red	NPSR antag	SMN2 splice enh	JMJD2E inh	RECQ1 helicase	IMPase Li cell
- COc1ccc(C(=O)Nn2c(C3CCC3)nc3ccccc3c2=O)c(OC)c1
  7.0%	-3%	-2%	7%[46.1 µM]	-13%	-3%	4%	6%
- O=C(COc1ccc(Cl)cc1Cl)NC1CCSC1=O (stereo not given)
  0.0%	-2%	1%	2%[46.1 µM]	?	3%	-18%	3%[38.3 µM]
- CCC(=O)Nc1cccc(-c2nnc(SCC(=O)c3ccccc3)n2C)c1
  -2.9%	-9%	6%	-8%[46.1 µM]	3%	3%	i	-10%[38.3 µM]
- CC1CC[C@@]2(OC1)OC1CC3C4CC[C@@H]5CC(O)CC[C@@]5(C)C4CC[C@]3(C)C1C2C (stereo not given in full)
  -1.3%	-3%	-2%	.	7%	-3%	11%	5%
- CCCCCCC(C)n1cc(C(C)=O)c(=O)n(C)c1=O (stereo not given)
  1.1%	-3%	-6%	20%	-47%[inhibitor]	12%	1%	-3%
- Cc1cc(C(=O)NNC(=S)NCc2ccccc2)cs1
  1.1%	-2%	9%	6%	4%	-3%	-9%	-2%
- CCC1C/C(=C/c2cccs2)C(=O)/C(=C/c2cccs2)C1 (stereo not given)
  0.0%	1%	-8%	-13%	-26%	0%	5%	11%
- COc1cc2c3c(c1OC)C1(C=CC(=O)C=C1)CC3N(C(=O)c1ccccc1)CC2 (stereo not given)
  2.1%	-2%	2%	-21%[46.1 µM]	-14%	-1%	-8%	4%[38.3 µM]
- CN(Cc1ccc(OC(F)F)cc1)C(=O)c1ccc2nccnc2c1
  4.9%	14%	14%	-5%[46.1 µM]	-10%	-8%	-6%	-6%[38.3 µM]
- COc1cc(C)nc(NS(=O)(=O)c2ccc(C)cc2)n1
  0.0%	-3%	3%	-3%[46.1 µM]	-19%	5%	-2%	50%[activator][38.3 µM]
- Cc1ccc(S(=O)(=O)N(C)c2ccccc2C(=O)NC2CCCC2)cc1
  0.1%	7%	8%	2%	-3%	9%	i	8%
- CN(Cc1ccccc1)S(=O)(=O)c1cccs1
  -2.1%	-5%	12%	-3%[46.1 µM]	1%	3%	i	32%[activator][38.3 µM]
- COc1ccc(OCC(=O)Nc2cc(-c3nn4c(C)nnc4s3)ccc2C)cc1
  0.8%	0%	5%	8%[46.1 µM]	-6%	2%	0%	-19%[38.3 µM]
- CN1c2ccccc2-c2nc3ccccc3n2C1c1ccncc1 (stereo not given)
  -1.0%	2%	6%	-26%[46.1 µM]	16%	?	6%	16%[38.3 µM]
- COc1ccc2c(c1)c(CC(=O)O)c(C)n2C(=O)c1ccc(Cl)cc1
  1.1%	4%	9%	?	-19%	?	17%	-5%&21%&2%&-2%&-11%&9%&2%

Profiles, looked up by structure. Order of values: Epigenetic derep | Luc counter | GoLoco inh red | NPSR antag | SMN2 splice enh | JMJD2E inh | RECQ1 helicase | IMPase Li cell
Cc1ccc(S(=O)(=O)N(C)c2ccccc2C(=O)NC2CCCC2)cc1 is listed with 0.1% | 7% | 8% | 2% | -3% | 9% | i | 8%
CCC(=O)Nc1cccc(-c2nnc(SCC(=O)c3ccccc3)n2C)c1 is listed with -2.9% | -9% | 6% | -8%[46.1 µM] | 3% | 3% | i | -10%[38.3 µM]

(listing goes on)
Every second line gives: Epigenetic derep	Luc counter	GoLoco inh red	NPSR antag	SMN2 splice enh	JMJD2E inh	RECQ1 helicase	IMPase Li cell
- COc1ccc(OC)c(N=C2C(=O)Nc3ccccc32)c1
  0.0%	-1%	3%	-17%[46.1 µM]	?	-9%	i	27%[38.3 µM]
- COc1nc(OC/C(N)=N/O)nc(N2CCOCC2)n1
  0.0%	-1%	-1%	-1%[46.1 µM]	?	9%	-4%	18%[38.3 µM]
- COc1cc(/C=C/C(=O)O)ccc1OS(=O)(=O)c1ccc(C)cc1
  -0.3%	3%	-10%	-20%	-2%	0%	-9%	3%
- COC(=O)c1ccc(OC(=O)c2cccs2)cc1
  -1.4%	-1%	-1%	16%	7%	0%	-2%	-1%
- CC(=O)NC(Cc1cccc(C)c1)C(=O)NC1CCN(C(=O)c2ccc([N+](=O)[O-])cc2)CC1 (stereo not given)
  -1.0%	-1%	-2%	10%	10%	1%	-3%	-2%
- CCN1CCN(c2nc(Nc3ccccc3F)nc(N)c2[N+](=O)[O-])CC1
  -1.1%	.	3%	-2%	.	-2%	-6%	.
- Cc1cc(Cl)cc(Br)c1OCCNCC(C)O (stereo not given)
  0.9%	-1%	-1%	8%[46.1 µM]	-6%	5%	-2%	-5%[38.3 µM]
- Cc1nn(-c2ccc(Cl)c(Cl)c2)c(C)c1C(=O)O
  0.0%	2%	7%	6%	3%	1%	10%	-4%
- COc1cccc(-c2nn(-c3ccccc3)cc2C(=O)NCC(=O)O)c1
  0.0%	0%	2%	8%[46.1 µM]	4%	0%	8%	19%[38.3 µM]
- C=CCCN(C(CC(C)C)C(=O)OC)S(=O)(=O)c1ccccc1Br (stereo not given)
  1.1%	.	4%	?	.	-10%	-9%	.
- CC(=O)N1CCC2(CC1)CN(c1ccccn1)C2
  .	-3%	1%	.	-4%	.	14%	1%
- COc1ccc(Cl)cc1NC(=O)Nc1cccc([N+](=O)[O-])c1C
  1.0%	.	.	-5%[46.1 µM]	.	?	i	.
- CCN1CCCC1CNC(=O)c1cc(OC)c(OC)c(OC)c1 (stereo not given)
  4.9%	-1%	-5%	-3%[46.1 µM]	0%	-1%	-9%	25%[38.3 µM]
- c1ccc(-n2cc(CNCCc3cscn3)c(-c3ccc4c(c3)OCO4)n2)cc1
  2.4%	0%	12%	14%	.	?	2%	12%
- O=C(C1CCCO1)N1CCN(c2ccc(F)cc2)CC1 (stereo not given)
  -1.2%	-2%	1%	6%[46.1 µM]	1%	1%	3%	10%
- C#CCOC(=O)C[N+](C)(C)CC#Cc1ccccc1
  0.0%	1%	-5%	18%	9%	-8%	-5%	-2%
- CS(=O)(=O)N1CCC(C(=O)Nc2cc(C(F)(F)F)ccc2Cl)CC1
  -1.0%	3%	3%	-6%[46.1 µM]	-12%	7%	i	2%[38.3 µM]
- COc1ccc(-c2ccc(-c3nnc(Cc4ccc(OC)c(OC)c4)o3)cc2)cc1
  0.1%	-4%	1%	-4%[46.1 µM]	-6%	?	i	-5%[38.3 µM]
- Cc1ccc(C)c2c1cc(C)c1nnc(SCC(=O)c3cccs3)n12
  -1.0%	1%	0%	-6%	4%	-3%	3%	3%
- Cc1cc(C(=O)N/N=C/C=C/c2ccccc2)n[nH]1
  -1.8%	.	2%	-19%	.	2%	-8%	.
- COCCCNC(=O)Cn1nnc(-c2ccc(NC(=O)c3cccnc3)cc2)n1
  -3.0%	-1%	9%	6%	17%	-1%	0%	-1%
- Cc1ccc2c(c1)N(CCC(=O)NCCCOC(C)C)C(=O)C(C)O2 (stereo not given)
  0.0%	-7%	2%	-14%[46.1 µM]	-7%	-5%	-8%	-12%[38.3 µM]
- COC(=O)[C@@H](NC(=O)O[C@@H]1C(=O)c2cc(Br)ccc2O[C@H]1c1ccc2c(c1)OCO2)C(C)C
  0.0%	1%	2%	.	-3%	-1%	i	14%
- COc1ccc(OC)c([N+](=O)[O-])c1C(N)=O
  -1.9%	0%	0%	11%	1%	?	-8%	5%
- CCNC(=S)NNC(=O)Nc1ccccc1
  6.8%	-3%	-8%	1%[46.1 µM]	9%	2%	i	19%[38.3 µM]
- CCOC(=O)c1c(C)[nH]c(C(=O)Cn2c(=O)oc3ccccc32)c1C
  -2.6%	1%	11%	24%[46.1 µM]	3%	-2%	1%	11%[38.3 µM]
- O=C(Cc1cn(Cc2cccc(Cl)c2)c2ccccc12)N1CCCC1
  -1.0%	7%	7%	-39%	-58%[inhibitor]	-3%	1%	22%
- Cc1cc(C)nc(-n2nc(C)cc2NC(=O)c2cccc(S(=O)(=O)N3CCOCC3)c2)n1
  1.9%	1%	-1%	0%[46.1 µM]	-5%	5%	i	-6%[38.3 µM]
- COc1cc(NS(=O)(=O)c2ccc(NC(C)=O)cc2)cc(OC)c1
  -0.1%	-1%	7%	-8%[46.1 µM]	-66%[inhibitor]	-3%	-2%	35%[38.3 µM]
- NS(=O)(=O)c1cccc(NC(=O)COC(=O)/C(=C/c2cccs2)c2cccs2)c1
  4.7%	-2%	9%	-26%	-6%[1.84 µM]	-8%	-14%	12%

Copied from the list:
COc1ccc(OC)c(N=C2C(=O)Nc3ccccc32)c1 | NPSR antag = -17%[46.1 µM]
Cc1cc(C)nc(-n2nc(C)cc2NC(=O)c2cccc(S(=O)(=O)N3CCOCC3)c2)n1 | IMPase Li cell = -6%[38.3 µM]
CN1c2ccccc2-c2nc3ccccc3n2C1c1ccncc1 (stereo not given) | SMN2 splice enh = 16%
CS(=O)(=O)N1CCC(C(=O)Nc2cc(C(F)(F)F)ccc2Cl)CC1 | SMN2 splice enh = -12%
O=C(C1CCCO1)N1CCN(c2ccc(F)cc2)CC1 (stereo not given) | GoLoco inh red = 1%

Some of the entries above in another layout.
> COCCCNC(=O)Cn1nnc(-c2ccc(NC(=O)c3cccnc3)cc2)n1
  Epigenetic derep: -3.0%
  Luc counter: -1%
  GoLoco inh red: 9%
  NPSR antag: 6%
  SMN2 splice enh: 17%
  JMJD2E inh: -1%
  RECQ1 helicase: 0%
  IMPase Li cell: -1%

> Cc1ccc2c(c1)N(CCC(=O)NCCCOC(C)C)C(=O)C(C)O2 (stereo not given)
  Epigenetic derep: 0.0%
  Luc counter: -7%
  GoLoco inh red: 2%
  NPSR antag: -14%[46.1 µM]
  SMN2 splice enh: -7%
  JMJD2E inh: -5%
  RECQ1 helicase: -8%
  IMPase Li cell: -12%[38.3 µM]

From PubChem

A portion of the library; count on the stated rates, not on these rows.
